# TNF death inh: inhibitors of TNF-alpha triggered necroptosis, primary screen, cell-based, Jurkat FADD-/-, single concentration; Jurkat FADD-/- TNF necroptosis rescue, ATP luminescence, 24 h; 0 = TNF only, 100 = no-TNF cells; 220,000 compounds, 0.068% hits; activation (protection from cell death), % at 10 µM;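 active means activation, meaning protection from cell death, of at least 50% relative to plate controls; inactive means activation below 50%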;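 further: necroptosis triggered by 40 ng/mL TNF-alpha added together with compound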
# Runt-CBFb FRET: inhibitors of RUNX1 Runt–CBFb binding, primary screen, biochemical, FRET, Cerulean-Runt, Venus-CBFb, uHTS. Cerulean-Runt/Venus-CBFb FRET ratio 530/480, 1 h. inhibition, % at 20 µM. 220,000 compounds, 0.46% hits;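 active means inhibition over about 50% at 20 µM in the single-dose screen, limit read from the data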;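 further: 0% = DMSO wells and 100% = excess unlabeled CBFb competitor control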
#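 test system = Cerulean-tagged RUNX1 Runt domain (FRET donor) fusion protein | reagent = Venus-CBFb binding partner, 100 nM | incubation = protein complex preformed 1 h, compound exposure 1 h, room temperature, dark | detection = FRET fluorescence | read-out basis = loss of energy transfer signal | controls = 5 µM unlabeled CBFb as full-inhibition high control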
# EP2 antag: human EP2 receptor antagonists, primary screen, TR-FRET cAMP, C6 glioma cells. AID 1422, 2008. 260,000 compounds, 0.52% hits. C6 glioma cells expressing human EP2; cells stimulated with saturating PGE2. Prostaglandin E2 receptor EP2 subtype (Homo sapiens), P43116. inhibition, % at 25 µM;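 active means percent inhibition above 40 after rounding to a whole number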;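 further: rat C6 glioma host cells with rolipram phosphodiesterase inhibitor present; the protocol text gives 20 µM as final concentration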
# Target sequence (P43116 whole entry, looked up): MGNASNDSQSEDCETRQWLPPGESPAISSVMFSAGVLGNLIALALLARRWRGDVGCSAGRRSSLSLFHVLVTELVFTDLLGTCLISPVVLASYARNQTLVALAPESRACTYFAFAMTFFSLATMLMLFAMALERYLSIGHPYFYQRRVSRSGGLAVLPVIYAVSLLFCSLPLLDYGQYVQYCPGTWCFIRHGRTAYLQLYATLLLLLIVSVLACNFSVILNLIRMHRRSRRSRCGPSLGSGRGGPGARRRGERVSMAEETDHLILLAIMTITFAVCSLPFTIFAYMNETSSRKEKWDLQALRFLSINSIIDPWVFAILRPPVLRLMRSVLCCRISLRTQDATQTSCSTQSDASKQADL
# RBBP9 inhibitor: human RBBP9 inhibitors, primary screen, biochemical, fluorescence polarization, FP-Rh probe, HTS. recombinant RBBP9. 220,000 compounds, 0.2% hits. inhibition, % at 7.94 µM;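 active means inhibition above the campaign mean of all tested compounds plus 3 SD, cut at about 14% in these data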;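 further: plate controls were DMSO wells with RBBP9 for no effect and wells lacking RBBP9 protein for full effect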
# Target sequence (O75884 whole entry, looked up): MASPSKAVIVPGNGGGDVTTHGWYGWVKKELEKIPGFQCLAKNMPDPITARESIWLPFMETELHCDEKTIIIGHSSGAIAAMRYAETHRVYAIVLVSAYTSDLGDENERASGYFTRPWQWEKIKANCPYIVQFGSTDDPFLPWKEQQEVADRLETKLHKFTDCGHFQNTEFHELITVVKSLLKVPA
#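 Measured by – fluorescence polarization · Test system – RBBP9 protein · Input – 2.5 µM RBBP9 dispensing solution, before mixing · Measure – percent inhibition from mP, scaled between DMSO and no-protein wells · Benchmarks – DMSO-treated enzyme wells and wells lacking RBBP9 · Times – preincubation 30 min plus labeling 45 min at 25 °C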
# EP2 modulator: EP2 receptor modulators, cAMP readout, primary screen, cell-based, HTRF cAMP, PGE2 stimulation; Prostaglandin E2 receptor EP2 subtype (Homo sapiens), P43116; EP2-expressing cells, cAMP HTRF FRET, PGE2 co-stimulation; induction, % at 25 µM; 260,000 compounds, 0.83% hits;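 active means compounds whose cAMP rise, as percent of the full-agonist control response, exceeds 60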;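 further: rat C6 glioma line stably carrying human EP2 under a CMV promoter; the protocol text gives 20 µM as final concentration; 100% = response of wells given 1 µM PGE2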
# PERK inhibitor: block of dimerizer-induced PERK translation repression, primary screen, PERK inhibitor project, CHO PERK-DD cells, SEAP luminescence, HTS; CHO PERK-DD fusion, SEAP luminescence translation reporter; inhibition, % at 5.6 µM; 220,000 compounds, 0.17% hits;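 active means inhibition above the mean inhibition of all tested compounds plus 3 SD, set separately per screening campaign, cut at about 2.9% in these data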;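 further: PERK kinase domain activated by AP20187 dimerizer at 100 nM; 0% = DMSO with dimerizer and 100% = rapamycin at 8.4 µM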
# Hck-Nef inh: inhibitors of Nef-activated human Hck kinase, primary screen, biochemical, Z-Lyte FRET, 384-well, Hck-YEEI | inhibition, % at 20 µM | 220,000 compounds, 0.68% hits | Recombinant Hck-YEEI plus Nef, Z-Lyte FRET kinase assay | Tyrosine-protein kinase HCK (Homo sapiens), P08631;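 active means Hck-Nef kinase inhibition above about 50%, limit read from the data; inactive means inhibition below that limit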;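 further: 0% = DMSO with Hck plus Nef and 100% = Hck alone without Nef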
# Runt-SMMHC FRET: inhibitors of RUNX1 Runt–CBFb-SMMHC binding, primary screen, biochemical, FRET, Cerulean-Runt, Venus-CBFb-SMMHC, uHTS; Runt-related transcription factor 1 (Homo sapiens) + Core-binding factor subunit beta …; Cerulean-Runt/Venus-CBFb-SMMHC FRET ratio 530/480, 1 h; inhibition, % at 20 µM; 220,000 compounds, 0.74% hits; AID 1434, 2008;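 active means mean inhibition across duplicate retests at 20 µM reaching about 50%, limit read from the data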;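 further: 0% = DMSO wells and 100% = wells with excess untagged CBFb-SMMHC; inhibitors lower the FRET ratio by blocking Runt binding to CBFb-SMMHC; some results filed as inactive read as strong as hits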
# L929 necroptosis: inhibitors of zVAD-triggered necroptosis, primary screen, L929 cells. AID 1377, 2008. 220,000 compounds, 0.38% hits. L929 zVAD necroptosis rescue, ATP luminescence, 24 h; with zVAD 60 µM. viability rescue, % at 10 µM;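 active means activation, scaled between plate controls, above about 75%, limit read from the data; inactive means activation under that limit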;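 further: 0% = zVAD with DMSO and 100% = DMSO alone without zVAD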
# The depositor's hits bear a star; . = no result given; & = joins results of further samples. These rows are one share of the data (hit frequency here may not be typical).
SMILES,TNF death inh,Runt-CBFb FRET,EP2 antag,RBBP9 inhibitor,EP2 modulator,PERK inhibitor,Hck-Nef inh,Runt-SMMHC FRET,L929 necroptosis
COc1ccc(N2CCN(S(=O)(=O)c3ccc(-n4cnnn4)c(C)c3)CC2)cc1,2.2,1,11&7,-5,-38&-35,0.5,3,-2,-0.3
CCCCn1c(SCC(=O)NCc2ccco2)nnc1-c1ccoc1C,-3.3,3,10,-3,0,-0.4,2,6,0.2
CC(C)OC(=O)/C(C#N)=C/c1cn(Cc2ccccc2)c2ccccc12,2.1,-4,6,0,29,1.3,6,-1,0.0
O=C(Nc1nc2ccsc2c(=O)s1)c1ccc(Cl)cc1,-0.4,3,43*,-14,-4,1.6,28,2,0.1
C=C(C)c1cccc(C(C)(C)NC(=O)Nc2ccc(Cl)cn2)c1,1.2,-1,5,-6,10,0.8,1,-2,7.3
COc1ccc(CC(C(=O)Nc2cccc(F)c2)c2nn[nH]n2)c(OC)c1 (stereo unspecified),0.3,-3,1,4,2,0.6,2,1,0.1
COC(=O)C(CC(C)C)NC(=O)C(N)Cc1ccccc1 (stereo unspecified),-1.3,-2,18,-4,28,0.8,1,3,0.0
COc1cccc(C(=O)Cn2c(=O)n(CCC(=O)NCC3CCCO3)c(=O)c3cc(OC)c(OC)cc32)c1 (stereo unspecified),1.3,-4,12,-9,5,0.0,-13,0,-0.9
O=C(COc1ccc(S(=O)(=O)NC2CCCCC2)cc1Cl)NCC1CCCO1 (stereo unspecified),-1.8,-3,11,7,1,0.0,1,-2,0.5
O=C(CCNC(=O)c1ccccc1)Nc1cccnc1,-0.2,-1,11,-1,-7,0.4,-36,-2,0.2
COC(=O)c1ccc(CSc2nnc(CS(=O)Cc3ccc(Br)cc3)n2-c2ccccc2)cc1 (stereo unspecified),-4.0,-7,3,-6,4,-0.8,3,1,.
S=c1[nH]ncn1/N=C/c1cccc(Oc2ccccc2)c1,1.1,20,13,0,-2,0.9,-1,12,0.4
O=C(CSc1ccc(Cl)cc1)N1CCN(c2c(Cl)cccc2[N+](=O)[O-])CC1,-7.0,2,9,-4,17,0.1,0,-2,-0.3
O=[N+]([O-])c1ccccc1S(=O)(=O)N1CCc2ccccc2C1,0.6,.,2,-6,-8,0.5,25,.,1.0
O=C(c1ccccc1)N1CCN(S(=O)(=O)N2CCCCC2)CC1,-0.6,0,13,-4,-8,-0.1,1,-3,0.0
Nc1c(C(=O)NCc2ccco2)c2nc3ccccc3nc2n1CCc1ccccc1,-14,38,10,-6,68*,-1.4,44,76*,.
Cc1ccc2c(N)c(C(=O)N(c3ccccc3)c3ccccc3)sc2n1,-4.1,5,8,-2,-24,0.1,8,15,0.2
Cc1ccn(CCC(=O)O)n1,-0.3,2,4,-2,1,0.9,-2,-2,-0.5
COCCOC(=O)c1cc(C(=O)c2cc(Cl)ccc2O)coc1=N,0.3,5,6,-6,12,0.5,-11,22,0.9
CCCc1nc(SCC(=O)NNC(=O)c2ccc(OC)cc2)c2ccccc2n1,2.2,-2,5,-8,49,0.3,24,-3,38
Cc1csc(NC(=O)Cc2nn(C)c(=O)c3ccccc23)n1,-7.9,2,16,-3,4,-1.3,2,0,0.1
CC1CCN(Cc2ccc(-c3nn[nH]n3)cc2)CC1,-0.3,1,-5,-2,14,0.8,0,8,0.1
COc1ccc(-c2cc(-c3ccco3)[nH]c(=O)c2C#N)cc1OC,-1.5,15,14,-1,3,0.2,53*,29,9.8
Cc1c(CCOC(=O)c2ccc([N+](=O)[O-])cc2)sc[n+]1CC(=O)c1ccccc1,2.5,1,7,-1,-35,0.3,21,-3,0.8
O=C(Nc1ncc(Cc2ccc(SC(F)F)cc2)s1)c1ccccc1,-16,2,.,-3,-29,0.2,0,-4,0.2
# Carrying on:
SMILES,TNF death inh,Runt-CBFb FRET,EP2 antag,RBBP9 inhibitor,EP2 modulator,PERK inhibitor,Hck-Nef inh,Runt-SMMHC FRET,L929 necroptosis
NC(=O)c1ccccc1OCC(=O)O,-2.0,-1,-3,-3,11,0.9,-1,-8,-0.1
Cc1nn(CC(=O)N(C)Cc2ccc(F)cc2)c(C)c1[N+](=O)[O-],1.5,0,3,3,5,1.4,4,-1,0.4
CCC(C)[C@H](NC(=O)CCn1nnc2ccccc2c1=O)C(=O)O (stereo partly specified),1.6,0,8,-1,28,-0.3,-1,1,.
O=C(Cn1ncc(Cl)c(Cl)c1=O)N1CCN(Cc2ccccc2)CC1,-27,-2,11,-2,-10,1.4,21,-8,-2.6
CCOCCCn1c(=S)[nH]c2cc(C(=O)NCC(OC)OC)ccc2c1=O,0.1,1,10,2,-55,0.5,5,-2,3.1
O=C(NC(=S)N1CCN(c2ccccc2)CC1)c1ccc(S(=O)(=O)N2CCOCC2)cc1,-0.9,3,11,-6,9,-0.3,7,-2,1.0
Nc1nnc(CC(=O)N2CCCCC2)s1,-0.3,2,7&15,-11,-4&4,0.6,0,3,1.1
COc1cc(NS(=O)(=O)c2ccc(N/C=C(\C#N)c3nc4cc(Cl)ccc4o3)cc2)nc(OC)n1,-8.2,7,18,-13,-55,-0.7,21,24,0.2
COc1ccc(C)cc1NC(=O)CSc1nnc(-c2ccco2)n1Cc1ccco1,0.8,8,7,-11,14,-0.4,0,5,0.8
O=C(NC1CCCC1)C(c1ccccc1)N(Cc1cccnc1)C(=O)Cc1cccs1 (stereo unspecified),0.9,1,5,-5,11,-1.8,17,0,0.3
CS(=O)(=O)N(CC(=O)Nc1c(F)cccc1F)c1ccc(C23CC4CC(CC(C4)C2)C3)cc1,0.8,-3,6,-6,15,-0.6,0,-4,3.0

# In the list so far, 6 have an aryl thioether with sulfur outside any ring:
SMILES,TNF death inh,Runt-CBFb FRET,EP2 antag,RBBP9 inhibitor,EP2 modulator,PERK inhibitor,Hck-Nef inh,Runt-SMMHC FRET,L929 necroptosis
CCCCn1c(SCC(=O)NCc2ccco2)nnc1-c1ccoc1C,-3.3,3,10,-3,0,-0.4,2,6,0.2
COC(=O)c1ccc(CSc2nnc(CS(=O)Cc3ccc(Br)cc3)n2-c2ccccc2)cc1 (stereo unspecified),-4.0,-7,3,-6,4,-0.8,3,1,.
O=C(CSc1ccc(Cl)cc1)N1CCN(c2c(Cl)cccc2[N+](=O)[O-])CC1,-7.0,2,9,-4,17,0.1,0,-2,-0.3
CCCc1nc(SCC(=O)NNC(=O)c2ccc(OC)cc2)c2ccccc2n1,2.2,-2,5,-8,49,0.3,24,-3,38
O=C(Nc1ncc(Cc2ccc(SC(F)F)cc2)s1)c1ccccc1,-16,2,.,-3,-29,0.2,0,-4,0.2
COc1ccc(C)cc1NC(=O)CSc1nnc(-c2ccco2)n1Cc1ccco1,0.8,8,7,-11,14,-0.4,0,5,0.8
